Screening data (PubChem BioAssay)
proKLK7 act = activates the human kallikrein-7 zymogen; P49862; purified proKLK7, EDANS-DABCYL substrate fluorescence; 100% is mature enzyme control, 0% vehicle; 370,000 compounds, 0.9% hits; activation, % at 7 µM; AID 652039;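 active = activation above the mean of all tested compounds plus 3 SD, computed per campaign excluding outliers beyond control limits, cut at about 13% in these data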
ARFGAP1 inhibitor = rat ARFGAP1 inhibition. Q62848. 360,000 compounds, 0.26% hits. Arfgap1-stimulated ARF1 GTP hydrolysis, GDP FP detection. inhibition, % at 16.5 µM;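 active = inhibition above a per-plate limit, mean inhibition of low control wells plus 3 SD, cut at about 25% in these data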;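 note: 0% = DMSO wells with enzyme and 100% = wells lacking Arfgap1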
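Material – truncated rat Arfgap1 GAP domain · Buffer or medium – HEPES-based buffer, pH 7.5 · Reagent – human ARF1(Δ1-17)-GTP substrate · Dosing – 16.5 µM single point, 1.26% DMSO · Schedule – GTP hydrolysis reaction 2 h at 25 °C · Technique – GDP detection by fluorescence polarization · Benchmarks – No-Arfgap1 wells (100%) versus DMSO full-reaction wells (0%) · Repeats – single replicate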
ADAM17 inh = inhibits human ADAM17 | P78536 | recombinant ADAM17, EDANS/DABCYL FRET peptide cleavage | inhibition, % at 6.95 µM | 370,000 compounds, 0.83% hits | AID 720648;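 active = inhibition above the mean of compounds lying between control limits plus 3 SD, set per campaign, cut at about 8.5% in these data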;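 note: 0% = DMSO-only wells as the low control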
UHRF1 MBD2 ctr = blocks human UHRF1 binding to methylated DNA. Q96T88. UHRF1 binding to methylated oligo, TR-FRET. inhibition, % at 4.4 µM. 370,000 compounds, 0.75% hits. AID 687016; in the data active = inhibition above about 21%;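 note: UHRF1 SRA domain binding a hemimethylated CpG hairpin DNA probe; 0% = median of test compound wells and 100% = reference inhibitor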
Tn7 DDE FP = disrupts Tn7 cyclic peptide binding to fibrin D-Dimer-E complex; inhibition, % at 8.3 µM; AID 720508; 370,000 compounds, 0.13% hits; FP displacement of FITC-Tn7 peptide from fibrin DD(E); 0% = median of compound wells per plate; P02675;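 active = inhibition above the mean of compounds falling within the control limits plus 3 SD of them, cut at about 14% in these data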;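 note: 0% = plate median of compound wells and 100% = 10 µM Aha-Tn7 peptide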
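system = human fibrin DD(E) protein | quantity = DD(E) 2 µM final | medium = Tris/NaCl/CaCl2 buffer, pH 7.8 | also added = labelled Tn7 tracer, 0.1 µM | compound dosing = single point at 8.3 µM | timing = compound with protein 10 min, then 3 h after probe, room temperature | signal = FP measurement | benchmarks = Aha-Tn7 high control | repeats = one replicate per compound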
PLC-gamma1 inh = blocks human PLC-gamma1 enzyme activity | inhibition, % at 12.2 µM | 370,000 compounds, 0.84% hits | AID 720700 | P19174 | purified PLC-gamma1, fluorogenic substrate, fluorescence; in the data active = inhibition above about 9.5%
Target sequence (P19174 whole entry, looked up): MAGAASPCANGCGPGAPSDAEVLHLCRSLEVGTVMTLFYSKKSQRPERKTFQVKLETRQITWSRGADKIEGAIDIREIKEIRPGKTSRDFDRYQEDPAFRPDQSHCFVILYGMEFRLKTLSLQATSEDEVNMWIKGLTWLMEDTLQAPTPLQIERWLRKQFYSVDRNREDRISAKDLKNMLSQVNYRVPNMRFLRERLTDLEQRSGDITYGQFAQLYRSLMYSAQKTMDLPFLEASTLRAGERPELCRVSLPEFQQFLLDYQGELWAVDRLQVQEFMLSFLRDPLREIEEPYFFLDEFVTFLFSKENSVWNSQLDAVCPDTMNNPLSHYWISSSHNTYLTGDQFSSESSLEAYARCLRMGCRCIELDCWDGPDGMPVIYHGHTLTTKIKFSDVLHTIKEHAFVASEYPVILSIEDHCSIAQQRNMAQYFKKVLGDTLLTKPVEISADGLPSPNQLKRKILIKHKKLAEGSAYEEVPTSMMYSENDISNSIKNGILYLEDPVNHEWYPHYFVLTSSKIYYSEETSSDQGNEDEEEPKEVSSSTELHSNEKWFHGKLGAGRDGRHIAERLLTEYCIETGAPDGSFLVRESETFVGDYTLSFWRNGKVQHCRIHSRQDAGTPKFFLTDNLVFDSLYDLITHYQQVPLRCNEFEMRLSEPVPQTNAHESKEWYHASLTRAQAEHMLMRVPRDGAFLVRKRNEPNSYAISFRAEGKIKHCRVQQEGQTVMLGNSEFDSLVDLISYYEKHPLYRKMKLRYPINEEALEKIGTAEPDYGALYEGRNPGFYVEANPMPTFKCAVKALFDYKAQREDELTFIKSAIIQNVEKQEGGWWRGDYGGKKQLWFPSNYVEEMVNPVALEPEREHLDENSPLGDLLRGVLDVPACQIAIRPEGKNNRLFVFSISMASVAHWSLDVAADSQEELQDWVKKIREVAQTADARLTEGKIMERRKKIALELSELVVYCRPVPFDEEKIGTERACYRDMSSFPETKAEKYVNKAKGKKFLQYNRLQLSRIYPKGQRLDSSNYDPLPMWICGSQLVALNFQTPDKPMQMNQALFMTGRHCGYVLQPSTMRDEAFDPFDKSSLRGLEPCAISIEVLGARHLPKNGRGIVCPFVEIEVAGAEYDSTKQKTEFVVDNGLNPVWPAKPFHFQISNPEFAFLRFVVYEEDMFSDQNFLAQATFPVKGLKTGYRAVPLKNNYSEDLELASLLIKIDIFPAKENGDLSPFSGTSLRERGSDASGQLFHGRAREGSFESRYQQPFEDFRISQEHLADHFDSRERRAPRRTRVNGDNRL
PLCb3 inh = PLC-beta3 (human) inhibition, primary screen; Q01970; Purified PLC-beta3, fluorogenic substrate, fluorescence; inhibition, % at 12.2 µM; 370,000 compounds, 0.18% hits; AID 720704; in the data active = inhibition above about 11%;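 note: 0% = median of compound wells on plate and 100% = full blocker control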
Tn6 DDE FP = disrupts Tn6 cyclic peptide binding to fibrin D-Dimer-E complex | P02675 | Fibrin DD(E) TRITC-Tn6 fluorescence polarization displacement | inhibition, % at 8.3 µM | 370,000 compounds, 0.21% hits | AID 720509;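 active = inhibition above a per-campaign cutoff: mean of compounds within control limits plus 3 SD, cut at about 15% in these data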;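 note: 0% = median of all compound wells on the plate and 100% = blocking peptide control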
MBD2 inh = MBD2-methylated oligo binding inhibition | 370,000 compounds, 0.31% hits | Q9UBB5 | TR-FRET, MBD2 binding to methylated oligonucleotide | inhibition, % at 4.4 µM; in the data active = inhibition above about 13%
ASAP1 GAP inh = inhibitors of human ASAP1 ArfGAP activity | 360,000 compounds, 0.19% hits | AID 624377 | Q9ULH1 | ASAP1-stimulated ARF1 GTP hydrolysis, GDP FP detection | inhibition, % at 16.5 µM; in the data active = inhibition above about 25%;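 note: 0% = vehicle with enzyme and substrate and 100% = no enzyme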
* marks the source's active call; other numbers are inactive results; nt = no result given. Hits appear at their usual frequency; 4.1% or so of the library scored in one or more.

SMILES	proKLK7 act	ARFGAP1 inhibitor	ADAM17 inh	UHRF1 MBD2 ctr	Tn7 DDE FP	PLC-gamma1 inh	PLCb3 inh	Tn6 DDE FP	MBD2 inh	ASAP1 GAP inh
O=C(NCc1ccco1)c1cccc(S(=O)(=O)N2CCCCC2)c1	-0.2	6	-1	-2	1	-2	2	4	-1	2
S=C(NC1CCCCC1)NC1CC2CCC(C1)N2Cc1ccccc1 (stereo unspecified)	-0.1	7	1	5	0	5	-3	2	4	1
Cc1ccnc(-n2c(C)cc(/C=N/NC(=O)COc3cccc4cccnc34)c2C)c1	0.4	3	-4	-5	-7	-5	-11	1	6	7
CCCCC(=O)Nc1ncc2c(n1)CC(C)(C)CC2=O	0.6	15	-2	-2	-1	1	2	-3	-2	-6
CCC(C)(C)C1CCC2(CC1)NC(=O)N(CC(=O)N1CCN(S(=O)(=O)c3cc(C)ccc3C)CC1)C2=O (stereo unspecified)	-0.5	-2	-4	-1	5	0	-7	-4	0	-6
CC1CCN(C2=NC(=O)N(c3ccc(Br)cc3)C(=O)C2)CC1	-0.4	nt	-5	0	-3	-5	-4	0	1	nt
CCCCCn1c(N)c(-c2nc3ccccc3o2)c2c([N+](=O)[O-])nn(C)c(=O)c21	0.0	11	-12	0	2	-8	-9	-1	1	-5
CCN(CC)CCOC(=O)c1ccc(NC(=O)/C=C/c2cccs2)cc1	0.2	-7	-3	-2	5	-8	-9	6	-1	-10
COC(=O)CSCC(=O)Nc1nnc(-c2ccccc2C)s1	-0.5	4	-1	2	2	0	2	0	3	2
COc1ccc(CNC(=O)C2CCC(=O)N(CC3CCCCC3)C2)cc1 (stereo unspecified)	0.1	0	-1	-1	2	0	-6	5	2	15
Cc1cc(=O)oc2cc(OCC(=O)Nc3ccc(CN4CCOCC4)cc3)c(Cl)cc12	-0.5	5	-6	-5	8	-1	-7	6	-1	-10
CCOC(=O)N1N=C(c2ccc(OC)cc2)CC1(O)C(F)(F)F (stereo unspecified)	-0.6	7	-4	7	-1	4	-2	3	8	10
NC(=O)c1ncn([C@@H]2O[C@H](C(=O)N[C@H](Cc3ccccc3)C(=O)O)[C@@H](O)[C@H]2O)n1	0.2	-4	-5	0	3	0	2	12	-5	-9
COCCCN(C(=S)NC(=O)C12CC3CC(CC(C3)C1)C2)c1c(N)n(Cc2ccccc2)c(=O)[nH]c1=O	-0.1	-3	-4	-1	-3	-4	-9	9	3	-2
COc1cc(C(=S)N2CCOCC2)cc(OC)c1OC(=O)c1cc([N+](=O)[O-])c(C)c([N+](=O)[O-])c1	0.7	15	0	-2	-3	3	5	-3	3	-10
COc1cc(CNC(=O)OCC(C)C)cc(OC)c1OC	-0.5	-4	-2	1	-5	2	3	-3	2	10
Cc1c(C)n2c(SCC(=O)Nc3cccc4ccccc34)nnc2[nH]c1=O	-0.1	7	0	2	-4	-2	-4	-6	0	5
COc1ccc(C(=O)NCc2nnc(SCC(=O)Nc3ccccc3F)o2)cc1	0.0	10	1	6	4	0	-1	-1	5	15
O=C(CCC(=O)N(CC(=O)NC1CCCC1)Cc1ccc2c(c1)OCO2)Nc1nccs1	0.3	7	-4	-2	-3	-2	-2	-1	-1	-4
Cc1c(NC(=O)N(C)c2ccccc2)c(=O)n(-c2ccccc2)n1C	-0.7	12	0	7	0	2	4	0	3	5
Cc1cc(C)nc(SCc2cnc(C)nc2N)n1	0.1	-2	0	-2	-3	2	3	-6	-2	8
CCCNS(=O)(=O)c1ccc(Oc2ncc(C(F)(F)F)cc2Cl)cc1	-0.5	17	5	1	7	5	2	-5	-6	-12
O=C(Nc1ccnn1C1CCN(C(=O)c2cccnc2)CC1)c1cccc(F)c1	-1.1	0	1	0	-3	1	0	-6	3	9
CC1CCN(S(=O)(=O)c2cccc(C(N)=O)c2)CC1	-0.4	-15	-4	6	4	-1	1	2	4	-7
CC(C)(C)c1ccc(S(=O)(=O)N2CCN(CC(=O)NC(=O)NC3CCCCC3)CC2)cc1	-0.4	14	0	0	-4	1	1	2	-3	5
Cc1cc(C)cc(N2CC(C(=O)O)CC2=O)c1 (stereo unspecified)	-0.2	-5	-4	-3	7	-20	-22	-3	3	10
Cc1sc(N)c(C(=O)c2ccccc2)c1C	0.0	8	-4	4	-9	-9	-20	-16	0	1
CCN1CCN(c2ccc(N3CCN(S(=O)(=O)c4cc([N+](=O)[O-])ccc4C)CC3)nn2)CC1	0.1	7	-5	0	6	-1	-10	-2	8	6
COc1ccc(CN2CC(C(=O)NCCCN3CCOCC3)CC2=O)cc1 (stereo unspecified)	-0.1	11	-7	1	2	0	-1	-6	4	11
Cc1c(CCOC(=O)C23CC4CC(CC(C4)C2)C3)sc[n+]1CC#N	0.0	1	0	-3	-3	0	3	1	-2	10

As a working copy, some entries already given:
SMILES	proKLK7 act	ARFGAP1 inhibitor	ADAM17 inh	UHRF1 MBD2 ctr	Tn7 DDE FP	PLC-gamma1 inh	PLCb3 inh	Tn6 DDE FP	MBD2 inh	ASAP1 GAP inh
Cc1cc(C)cc(N2CC(C(=O)O)CC2=O)c1 (stereo unspecified)	-0.2	-5	-4	-3	7	-20	-22	-3	3	10
Cc1sc(N)c(C(=O)c2ccccc2)c1C	0.0	8	-4	4	-9	-9	-20	-16	0	1

One compound at a time (already shown):
Record of COc1ccc(C(=O)NCc2nnc(SCC(=O)Nc3ccccc3F)o2)cc1 : proKLK7 act = 0.0; ARFGAP1 inhibitor = 10; ADAM17 inh = 1; UHRF1 MBD2 ctr = 6; Tn7 DDE FP = 4; PLC-gamma1 inh = 0; PLCb3 inh = -1; Tn6 DDE FP = -1; MBD2 inh = 5; ASAP1 GAP inh = 15
Record of CCN1CCN(c2ccc(N3CCN(S(=O)(=O)c4cc([N+](=O)[O-])ccc4C)CC3)nn2)CC1 : proKLK7 act = 0.1; ARFGAP1 inhibitor = 7; ADAM17 inh = -5; UHRF1 MBD2 ctr = 0; Tn7 DDE FP = 6; PLC-gamma1 inh = -1; PLCb3 inh = -10; Tn6 DDE FP = -2; MBD2 inh = 8; ASAP1 GAP inh = 6
Record of Cc1cc(C)nc(SCc2cnc(C)nc2N)n1 : proKLK7 act = 0.1; ARFGAP1 inhibitor = -2; ADAM17 inh = 0; UHRF1 MBD2 ctr = -2; Tn7 DDE FP = -3; PLC-gamma1 inh = 2; PLCb3 inh = 3; Tn6 DDE FP = -6; MBD2 inh = -2; ASAP1 GAP inh = 8

Among those listed so far, these have a nitro group on carbon.
SMILES	proKLK7 act	ARFGAP1 inhibitor	ADAM17 inh	UHRF1 MBD2 ctr	Tn7 DDE FP	PLC-gamma1 inh	PLCb3 inh	Tn6 DDE FP	MBD2 inh	ASAP1 GAP inh
CCCCCn1c(N)c(-c2nc3ccccc3o2)c2c([N+](=O)[O-])nn(C)c(=O)c21	0.0	11	-12	0	2	-8	-9	-1	1	-5
COc1cc(C(=S)N2CCOCC2)cc(OC)c1OC(=O)c1cc([N+](=O)[O-])c(C)c([N+](=O)[O-])c1	0.7	15	0	-2	-3	3	5	-3	3	-10
CCN1CCN(c2ccc(N3CCN(S(=O)(=O)c4cc([N+](=O)[O-])ccc4C)CC3)nn2)CC1	0.1	7	-5	0	6	-1	-10	-2	8	6

The list continues:
SMILES	proKLK7 act	ARFGAP1 inhibitor	ADAM17 inh	UHRF1 MBD2 ctr	Tn7 DDE FP	PLC-gamma1 inh	PLCb3 inh	Tn6 DDE FP	MBD2 inh	ASAP1 GAP inh
CCOc1ccc(CCNC(=O)COC(=O)c2cccc(S(=O)(=O)N3CCCC3)c2)cc1OCC	0.0	-2	1	-2	-4	3	-2	-3	-4	-4
CCOc1ccc(Cl)cc1CN1CCOCC1	0.4	-3	-5	-1	5	0	4	5	2	-4
O=C(O)[C@H]1CCC(=O)N1Cc1ccco1	-0.2	-9	-3	4	0	-2	1	-2	-2	-5
O=C(NCCCc1ccccc1)c1cccc(Br)c1	0.4	-7	-1	4	6	3	-3	-1	2	-9
O=C(c1cc([N+](=O)[O-])ccc1N1CCOCC1)N1CCCCC1	0.2	5	3	-3	-3	0	3	-1	3	13
COC(=O)c1ccccc1S(=O)(=O)N(Cc1ccco1)Cc1cc2cc(OC)ccc2[nH]c1=O	4.2	3	-26	-3	-5	-29	-42	-2	-3	8
Cc1ccc(O)c(C(=O)c2cc(C#N)c(=O)n(Cc3ccccc3)c2)c1	0.2	-12	-9	4	0	-12	-13	-7	3	5
CC(=O)c1ccc(NC(=O)CC(NCCC2=CCCCC2)C(=O)O)cc1 (stereo unspecified)	0.3	6	7	5	-9	2	3	0	1	-2
Cn1c(SCC(=O)NCCN2CCCCC2)nc2cccnc21	-0.3	nt	1	-4	-3	2	6	-3	-4	nt
CCN1CCN(CC(O)COC(C)C)CC1 (stereo unspecified)	0.3	-7	-4	3	8	0	-1	8	1	2
CCn1c(CCNC(=O)c2ccc(Cl)c(Cl)c2)nnc1SCCOc1ccc(OC)cc1	-0.1	5	-2	-2	0	5	0	1	-3	8
Cc1ccc(NC(=O)CN2C(=O)S/C(=C/c3ccc(-c4cccc(C(=O)O)c4)o3)C2=O)cc1	-1.0	-5	-1	23*	0	-8	-19	3	8	14
COc1cccc(/C=C/C(=O)OCC(=O)N2c3ccccc3NC(=O)C2(C)C)c1	-0.9	13	3	1	2	-5	-1	-3	0	-10
Cc1ccc(/C=C/C(=O)CCC(=O)O)cc1	-0.1	2	-6	2	-4	-1	-1	5	4	-2
